# From PubChem
# DAX1 inh-1: DAX1 (NR0B1) inhibitors, primary screen, cell-based, HEK293, Gal4-DAX1, luciferase luminescence. HEK293 Gal4-DAX1 luciferase reporter. inhibition, % at 6.75 µM. 340,000 tested, 0.99% active. AID 504766, 2011;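 active = inhibition above the mean over all tested compounds plus 3 SD, cut at about 4.2% in these data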;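 also: 0% = DAX1-transfected cells with DMSO and 100% = empty-vector control cells with DMSO; inhibition shows as a rise in luminescence from relieved DAX1 repression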
# PLCg1 inh: PLC-gamma1 enzyme inhibitors, primary screen, biochemical, fluorescence, purified enzyme | 1-phosphatidylinositol 4,5-bisphosphate phosphodiesterase gamma-1 (Homo sapiens), P19174 | fluorogenic substrate | inhibition, % at 12.2 µM | 370,000 tested, 0.84% active; in the data active = inhibition above about 9.5%
# Target sequence (P19174 whole entry, looked up): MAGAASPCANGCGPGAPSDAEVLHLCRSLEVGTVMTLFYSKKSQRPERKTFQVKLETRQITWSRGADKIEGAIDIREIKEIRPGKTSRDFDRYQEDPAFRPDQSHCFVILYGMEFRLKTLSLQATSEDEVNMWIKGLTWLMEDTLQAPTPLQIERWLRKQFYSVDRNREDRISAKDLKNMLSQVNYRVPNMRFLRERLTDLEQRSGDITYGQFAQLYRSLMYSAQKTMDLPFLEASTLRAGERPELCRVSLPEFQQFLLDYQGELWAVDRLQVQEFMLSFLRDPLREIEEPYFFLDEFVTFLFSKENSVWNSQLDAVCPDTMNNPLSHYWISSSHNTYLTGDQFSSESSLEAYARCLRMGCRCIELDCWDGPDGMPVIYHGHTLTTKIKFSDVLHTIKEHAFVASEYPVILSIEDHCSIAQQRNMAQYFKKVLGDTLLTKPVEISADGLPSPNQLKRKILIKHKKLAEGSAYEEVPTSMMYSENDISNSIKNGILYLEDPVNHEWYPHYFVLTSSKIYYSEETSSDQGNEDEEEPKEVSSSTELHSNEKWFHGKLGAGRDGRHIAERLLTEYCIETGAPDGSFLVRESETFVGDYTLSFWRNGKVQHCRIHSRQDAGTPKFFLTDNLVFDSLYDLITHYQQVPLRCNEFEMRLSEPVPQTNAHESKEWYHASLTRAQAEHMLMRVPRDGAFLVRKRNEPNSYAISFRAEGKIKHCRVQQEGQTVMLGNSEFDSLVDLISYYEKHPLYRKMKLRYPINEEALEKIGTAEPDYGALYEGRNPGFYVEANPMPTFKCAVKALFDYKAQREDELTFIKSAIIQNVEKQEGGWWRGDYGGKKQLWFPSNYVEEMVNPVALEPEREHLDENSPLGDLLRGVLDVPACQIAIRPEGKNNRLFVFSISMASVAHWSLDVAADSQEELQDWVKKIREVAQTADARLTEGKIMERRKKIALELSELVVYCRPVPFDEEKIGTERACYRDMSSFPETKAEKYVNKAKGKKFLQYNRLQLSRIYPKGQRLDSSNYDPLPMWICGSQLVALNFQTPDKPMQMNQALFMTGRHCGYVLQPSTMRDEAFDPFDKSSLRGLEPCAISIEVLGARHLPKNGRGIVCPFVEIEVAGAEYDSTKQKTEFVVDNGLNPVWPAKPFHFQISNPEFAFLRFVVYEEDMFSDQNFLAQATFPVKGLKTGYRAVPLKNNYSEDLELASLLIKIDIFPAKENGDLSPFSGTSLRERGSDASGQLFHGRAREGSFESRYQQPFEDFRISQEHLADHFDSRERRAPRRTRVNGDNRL
# HGIII-sPLA2 inh: human group III sPLA2 inhibitors, primary screen, biochemical, QFRET, BODIPY PC-A2 liposome substrate; QFRET BODIPY PC-A2 liposome hydrolysis, fluorescence; inhibition, % at 12.2 µM; 370,000 tested, 0.56% active; AID 743126, 2013; Group 3 secretory phospholipase A2 (Homo sapiens), Q9NZ20;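 active = inhibition above mean plus 3 SD of compounds lying within the high and low control bounds, cut at about 19% in these data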;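 also: 0% = median of test compound wells and 100% = no enzyme DMSO wells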
# DAX1 inh-2: DAX1 (NR0B1) inhibitors on StAR promoter, primary screen, cell-based, luminescence, SF-1 (NR5A1), full-length DAX-1 | 370,000 tested, 1.1% active | AID 652010, 2013 | inhibition, % at 6.8 µM | HEK293T StAR-luciferase reporter, SF-1/DAX-1 repression relief;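 active = inhibition above the mean over all tested compounds plus 3 SD, cut at about 3.6% in these data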;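 also: 0% = DAX-1 cells with DMSO and 100% = cells lacking DAX-1 with DMSO; higher inhibition means more luminescence from relief of DAX-1 repression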
# PLCb3 inh: human PLC-beta3 inhibitors, primary screen, biochemical, fluorescence; 370,000 tested, 0.18% active; AID 720704, 2013; Purified PLC-beta3, fluorogenic substrate; inhibition, % at 12.2 µM; 1-phosphatidylinositol 4,5-bisphosphate phosphodiesterase beta-3 (Homo sapiens), Q01970; in the data active = inhibition above about 11%;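 also: 0% = median of compound wells on plate and 100% = full blocker control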
# hcDAF-12 act: H. contortus DAF-12 nuclear receptor activators, primary screen, cell-based, luminescence, HEK293, lit1-tk-luc reporter; HEK293 hcDAF-12 lit1-tk-luc reporter; 0% DMSO, 100% Δ7-dafachronic acid; activation, % at 6.8 µM; 370,000 tested, 1.4% active;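 active = activation above the mean of all tested compounds plus 3 SD, cut at about 5.5% in these data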;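 also: 100% = response to 3 µM Δ7-dafachronic acid high control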
# ADAM10 inh: human ADAM10 inhibitors, primary screen, biochemical, QFRET, HTS; Disintegrin and metalloproteinase domain-containing protein 10 (Homo sapiens), O14672; recombinant ADAM10, EDANS/DABCYL FRET peptide cleavage, 3 h; inhibition, % at 7 µM; 370,000 tested, 0.62% active; AID 720582, 2013;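 active = inhibition above a per-campaign cutoff equal to the mean of compounds falling between control-based bounds plus 3 SD, cut at about 20% in these data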;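 also: 0% = DMSO wells while the 100% control is not disclosed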
# ADAM17 inh: ADAM17 inhibitors, primary screen, biochemical, QFRET; Disintegrin and metalloproteinase domain-containing protein 17 (Homo sapiens), P78536; recombinant ADAM17, EDANS/DABCYL FRET peptide cleavage; inhibition, % at 6.95 µM; 370,000 tested, 0.83% active; AID 720648, 2013;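 active = inhibition above the mean of compounds lying between control limits plus 3 SD, set per campaign, cut at about 8.5% in these data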;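 also: 0% = DMSO-only wells as the low control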
# FXN GAA850 act: FXN promoter activators, primary screen, cell-based, luciferase luminescence, HEK293 lucGAA850 | HEK293 lucGAA850 FXN promoter luciferase reporter, 24 h; percent of 10 µM SAHA response | 360,000 tested, 0.56% active | activation, % at 6 µM;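 active = activation above the average of all compounds screened plus 3 SD, cutoff fixed separately per campaign, cut at about 7.5% in these data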;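 also: 0% = DMSO wells and 100% = 10 µM SAHA wells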
# ssDAF12 agonist: S. stercoralis DAF-12 nuclear receptor activators, primary screen, cell-based, luminescence, HEK293, GRIP1 co-expression, lit1-tk-luc; activation, % at 6.8 µM; 370,000 tested, 1% active; HEK293 ssDAF-12/GRIP1 lit1-tk-luc reporter; % of 3 µM dafachronic acid response; Nuclear hormone receptor DAF-12 (Strongyloides stercoralis); AID 652126, 2013;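 active = activation above the mean over all tested compounds plus 3 SD, cut at about 0.9% in these data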;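 also: 0% = DMSO-only wells and 100% = 3 µM delta7-dafachronic acid wells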
# hgDAF12 agonist: H. glycines DAF-12 receptor agonists, primary screen, cell-based, luminescence, HEK293, GAL4 fusion, UAS-luciferase; activation, % at 6.8 µM; HEK293 GAL4-hgDAF12 UAS-luciferase reporter, agonist luminescence; normalized to butyrate control; Nuclear hormone receptor DAF-12 (Heterodera glycines), GAL4 fusion; 370,000 tested, 1.8% active;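 active = activation above a cutoff set at the mean of all screened compounds plus 3 SD, cut at about 10% in these data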;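 also: 0% = DMSO wells and 100% = sodium butyrate wells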
# * hit, by the source's call; i = inactive; . = not tested or not shown; & = joins results of further samples.
SMILES,DAX1 inh-1,PLCg1 inh,HGIII-sPLA2 inh,DAX1 inh-2,PLCb3 inh,hcDAF-12 act,ADAM10 inh,ADAM17 inh,FXN GAA850 act,ssDAF12 agonist,hgDAF12 agonist
CCOC(=O)c1sc(Nc2ccc(C)cc2C)nc1C,0.1,-28,-12,-0.4,-38,-0.7,2,2,5.3,-1.0,0.4
Cc1ccc(CNC(=O)c2ccc(Cl)cc2[N+](=O)[O-])cc1,-0.4,1,0,-0.5,0,1.8,0,-2,-1.6,-1.1,0.1
CCOc1ccc(Nc2nc(Cc3nnc(SCC(=O)NCc4ccco4)n3CC)cs2)cc1,1.0,-3,-7,0.3,-13,-0.7,-1,2,0.3,-0.6,0.4
Cn1nc(C(=O)NCc2ccccc2)c2ccccc2c1=O,0.1,4,3,0.1,-1,-1.6,7,-4,1.8,-0.9,-1.5
COc1ccc2nc(N3CCCCC3)c(/C=C3\SC(=S)NC3=O)cc2c1,0.2,-10,5,-0.3,-20,-0.9,-6,-5,1.5,-1.6,-0.8
CCOc1ccc(CN2CCN(Cc3c[nH]c4ccccc34)CC2)cc1,0.1,-1,-19,-0.1,-10,4.7,-6,-4,1.6,0.3,0.7
CCOc1ccc(N2C(=O)CN(CC(=O)OC)C2=S)cc1,1.9,0,-31,-0.4,0,-0.5,-1,-1,0.8,-0.6,0.9
COc1ccc(-c2cc(-c3ccc(Br)cc3)nc3ncnn23)cc1OC,1.1,-279,3,-0.2,-335,-1.7,-47,-19,-0.1,-1.6,-0.8
c1ccn(-c2ccc(-c3noc(CCc4ccncc4)n3)cc2)c1,.,7,-18,-4.8,4,-5.7,13,-2,.,-2.5,-3.7
Cc1ccc(S(=O)(=O)/N=C(/NC(=S)Nc2cccc(C)c2)c2ccccc2)cc1,1.6,2,1,0.7,1,4.4,-2,-2,4.1,0.7,7.0
CN1CCC(Oc2ccccc2Sc2ccc(C(F)(F)F)cc2)CC1,0.5,3,-9,0.4,1,0.7,-5,1,1.7,-2.0,1.9
O=C(Nc1c2n(c(=S)n(-c3ccccc3)c1=O)CCCCC2)c1ccccc1,1.0,1,3,-1.1,-6,-1.3,3,-3,-1.7,-1.2,-2.8
CCOC(=O)c1csc(NC(=O)C2CCCN(S(=O)(=O)c3ccc(Cl)s3)C2)n1 (centres undefined),.,7,-29,-2.2,2,-3.0,10,1,.,-2.1,-0.7
CSc1ccc(CN2CCC(Oc3cccc(C(=O)N4CCCC4)c3)CC2)cc1,-0.3,-6,2,-5.0,-11,-1.2,-10,-4,-2.0,-1.2,-2.2
NC(=O)N/N=C/C=C/c1ccc(F)cc1,0.7,3,16,0.1,4,-0.6,7,-8,0.1,-2.0,-1.4
CC(C)NC(=O)OC1CC2CC1[C@H]1CCCCN1C2=O (some centres undefined),.,0,11,0.2,1,1.2,-3,-3,.,-1.6,1.2
O=C(CCCCC(=O)NCCCc1ccccc1)NCCCc1ccccc1,-0.6,-1,3,0.0,-5,-1.8,-2,-2,-1.6,-0.5,1.7
O=C1c2ccccc2CCC1C(O)c1ccccn1 (centres undefined),-1.4,1,-7,-0.2,0,3.4,-5,0,2.1,-0.6,2.1
O=C(O)CC1S/C(=N/N=C/c2ccc(-c3ccccc3[N+](=O)[O-])o2)NC1=O (centres undefined),1.4,-10,0,-0.9,-15,1.2,-14,-3,0.0,0.1,-3.7
O=C(c1cccc(F)c1)N1CCN(c2cccc(Cl)c2)CC1,0.4,2,6,-1.5,1,-2.5,-7,-4,-3.2,-1.6,-0.5
CC(=O)c1c(O)c2ccccc2n(C)c1=O,0.7,-14,2,-0.2,-28,5.3,0,-2,1.0,0.4,0.6
Cc1ccc(-c2nc(-c3ccncc3)no2)cc1Cl,1.2,0,0,0.9,-5,1.0,1,-6,1.0,-0.1,6.0
Cc1ccc(S(=O)(=O)N(C)Cc2cc3cc(C)ccc3[nH]c2=O)cc1,2.3,-3,2,1.1,-5,0.1,-29,-6,-1.2,-1.4,-0.2
Cc1ccc(S(=O)(=O)C[C@@H]2OC3CCCCC3N2S(=O)(=O)c2ccc(C)cc2)cc1 (some centres undefined),.,0,4,0.1,0,-1.7,-6,-1,.,-0.9,-3.0
Cc1[nH]nc(SCC(=O)Nc2ccc(C#N)cc2)c1[N+](=O)[O-],4.0,-2,-16,0.5,0,-1.4,3,4,-1.4,-1.2,-1.6

# Retrieved by compound from the list above:
SMILES,DAX1 inh-1,PLCg1 inh,HGIII-sPLA2 inh,DAX1 inh-2,PLCb3 inh,hcDAF-12 act,ADAM10 inh,ADAM17 inh,FXN GAA850 act,ssDAF12 agonist,hgDAF12 agonist
NC(=O)N/N=C/C=C/c1ccc(F)cc1,0.7,3,16,0.1,4,-0.6,7,-8,0.1,-2.0,-1.4
Cc1ccc(-c2nc(-c3ccncc3)no2)cc1Cl,1.2,0,0,0.9,-5,1.0,1,-6,1.0,-0.1,6.0
O=C(CCCCC(=O)NCCCc1ccccc1)NCCCc1ccccc1,-0.6,-1,3,0.0,-5,-1.8,-2,-2,-1.6,-0.5,1.7
COc1ccc2nc(N3CCCCC3)c(/C=C3\SC(=S)NC3=O)cc2c1,0.2,-10,5,-0.3,-20,-0.9,-6,-5,1.5,-1.6,-0.8
O=C(O)CC1S/C(=N/N=C/c2ccc(-c3ccccc3[N+](=O)[O-])o2)NC1=O (centres undefined),1.4,-10,0,-0.9,-15,1.2,-14,-3,0.0,0.1,-3.7
CCOC(=O)c1sc(Nc2ccc(C)cc2C)nc1C,0.1,-28,-12,-0.4,-38,-0.7,2,2,5.3,-1.0,0.4

# Carrying on:
SMILES,DAX1 inh-1,PLCg1 inh,HGIII-sPLA2 inh,DAX1 inh-2,PLCb3 inh,hcDAF-12 act,ADAM10 inh,ADAM17 inh,FXN GAA850 act,ssDAF12 agonist,hgDAF12 agonist
COc1ccc(C2=Nc3ccccc3N(C(=O)c3ccncc3)C2C(=O)NC(C)C)cc1 (centres undefined),.,-44,-3,0.3,-68,0.9,-11,-2,.,-0.8,4.8
COc1cccc(C(O)c2nc3ccccc3n2C(C)C)c1OC (centres undefined),1.3,0,-2,0.0,-5,-0.5,-39,-3,0.9,-1.1,-0.2
CC(=O)c1ccc(S(=O)(=O)Nc2cc3c(cc2C(C)=O)OCO3)cc1,1.1,-4,5,0.1,-6,-0.3,-8,-4,0.8,-0.6,-2.1
COC(=O)C1=C(C)N(Cc2ccccc2)C(=O)N[C@H]1c1cccs1,-0.8,0,-2,-0.3,0,-2.3,-1,-3,-0.5,-1.1,-1.8
Cc1cc(=O)oc2cc(NC(=O)c3cccc(Br)c3)ccc12,-0.5,-3,6,0.2,-16,-0.9,-17,-12,1.4,-0.4,-0.7
COc1cccc(C(CNC(=O)C(c2ccccc2)c2ccccc2)N(C)C)c1 (centres undefined),-1.1,2,-2,0.0,-8,-0.7,-2,-2,-1.8,-1.3,-1.2
Cc1ccc(C2CCC3(CCC(=O)N3CCOC(=O)Nc3cccc(C#N)c3)CC2)cc1 (centres undefined),.,1&0,1&2,0.1&0.2,6&1,0.4&-1.8,3&2,0&-1,.,-1.3&-1.4,3.3&-3.2
CCOc1ccc(NC(=O)c2ccccc2C(=O)c2ccccc2)cc1OCC,-1.0,-5,-2,-0.1,-10,-2.3,-2,0,0.8,-2.0,0.1
CSc1nc(-c2ccco2)cc(C(F)(F)F)c1C#N,0.2,-3,7,-0.5,-5,-0.1,-22,-4,1.1,-1.2,2.3
CCOc1ccc(CN(C)C(=O)c2cccnc2SC)cc1OC,-1.3,-1,5,0.6,-7,-0.6,-4,-6,1.9,-1.9,-3.2
Cc1cc(C(=O)COC(=O)CNC(=O)c2ccco2)c(C)n1Cc1ccco1,-0.2,0,8,-0.1,0,0.1,7,1,2.9,0.0,-2.2
CC1=Nc2ccc(C)cc2/C1=C/c1c(N)n2c(S(=O)(=O)C(C)C)nsc2nc1=O,0.4,-22,-34,0.1,-22,1.7,-16,-6,-3.5,-0.4,2.1
O=C(Nc1ccccc1C(F)(F)F)N1CCCC1c1cccnc1 (centres undefined),0.1,1,3,0.2,-9,1.1,7,-1,1.5,-1.4,1.3
COc1ccc(C(C)(O)c2nc(-c3ccc(OC)nc3)cs2)cc1 (centres undefined),.,4,0,-1.5,-1,-0.1,-5,0,-0.1,-1.1,-2.5
Cc1cccn2c(=O)c3cc(C(=O)NCCN4CCOCC4)c(=N)n(Cc4ccc(F)cc4)c3nc12,-1.0,-256,2,-0.8,-410,-4.3,i,-445,-11,-1.7,-6.7
COc1ccc(C(C(=O)N(C)C2CCCC2)N(Cc2ccc(F)cc2)C(=O)c2ncn[nH]2)cc1OC (centres undefined),.,-1,-3,0.2,-2,-1.2,-13,-4,.,-0.8,-0.6
O=C(N/N=C/c1ccco1)C1CC1,1.2,-1,0,0.6,-2,-0.2,-1,-4,1.9,-0.9,1.6
O=C(Cn1c(=O)oc2cc(S(=O)(=O)N3CCCCC3)ccc21)N1CCc2ccccc2C1,0.7,-1,6,-0.3,5,-0.9,-8,-3,-1.4,-0.9,-1.5

# Single records, from the list above.
# Cc1cccn2c(=O)c3cc(C(=O)NCCN4CCOCC4)c(=N)n(Cc4ccc(F)cc4)c3nc12 is entered as DAX1 inh-1 = -1.0; PLCg1 inh = -256; HGIII-sPLA2 inh = 2; DAX1 inh-2 = -0.8; PLCb3 inh = -410; hcDAF-12 act = -4.3; ADAM10 inh = i; ADAM17 inh = -445; FXN GAA850 act = -11; ssDAF12 agonist = -1.7; hgDAF12 agonist = -6.7
# COc1cccc(C(O)c2nc3ccccc3n2C(C)C)c1OC (centres undefined) is entered as DAX1 inh-1 = 1.3; PLCg1 inh = 0; HGIII-sPLA2 inh = -2; DAX1 inh-2 = 0.0; PLCb3 inh = -5; hcDAF-12 act = -0.5; ADAM10 inh = -39; ADAM17 inh = -3; FXN GAA850 act = 0.9; ssDAF12 agonist = -1.1; hgDAF12 agonist = -0.2
